Bioassay records deposited in PubChem BioAssay by Broad Institute.
C diff HTS: inhibitors of Clostridium difficile growth; Clostridium difficile clinical isolate growth, OD600, 24 h; hits give low values; growth activity, negative = inhibition, % at 16 µg/mL (by protocol); 86,000 tested, 0.25% active;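 active = mean growth activity at or below -80% and every replicate also at or below -80%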;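 note: 0% = DMSO wells and -100% = levofloxacin 16 µg/mL wells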
KDM4C inh: KDM4C (human) demethylase inhibition. inhibition, % at 12.5 µM. Q9H3R0. 96,000 tested, 0.15% active. GST-KDM4C 2-372, H3K9me3 peptide, LANCE TR-FRET;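 active = mean replicate inhibition above about 25%, with at least 55% of replicates also reaching it, limit read from the data, passing the limit was not always enough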
Target sequence (Q9H3R0 2-372 limits assumed): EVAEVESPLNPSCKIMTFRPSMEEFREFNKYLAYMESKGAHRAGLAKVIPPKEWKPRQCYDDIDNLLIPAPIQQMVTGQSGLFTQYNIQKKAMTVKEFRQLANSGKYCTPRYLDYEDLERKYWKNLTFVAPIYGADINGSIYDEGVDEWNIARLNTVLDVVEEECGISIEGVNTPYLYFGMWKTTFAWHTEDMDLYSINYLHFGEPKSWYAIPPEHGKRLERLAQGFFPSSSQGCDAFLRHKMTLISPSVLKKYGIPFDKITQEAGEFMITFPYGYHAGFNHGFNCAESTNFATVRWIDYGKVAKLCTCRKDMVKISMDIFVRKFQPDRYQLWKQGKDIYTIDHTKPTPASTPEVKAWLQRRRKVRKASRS
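material = GST-tagged GASC-1 (JMJD2C) catalytic fragment, aa 2-372 | amount = enzyme final amount 10 nM | medium = HEPES buffer, pH 7.5, plus ascorbate | also added = H3K9me3 peptide substrate, Fe(II), 2-oxoglutarate | dosing = single dose | times = 30 min demethylation and 1 h detection at room temperature | detection = LANCE TR-FRET | read-out basis = Fall in 671/618 emission ratio as inhibition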
T cruzi growth: T. cruzi proliferation inhibition | T. cruzi beta-gal in NIH3T3, GalScreen luminescence, 90 h | inhibition, % at 8.34 µM | 77,000 tested, 5.9% active | AID 624255;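 active = mean inhibition above about 93%, with at least 55% of replicates each passing it, limit read from the data, passing the limit was not always enough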
Pf Dd2 inh: blocks growth of Plasmodium falciparum Dd2 parasites. P. falciparum Dd2 growth, SYBR Green, 72 h; hits give low values. activity change, % at 10 µM. 94,000 tested, 2.3% active; in the data active = activity change below about -80%
Starred values were filed as active, the others as inactive; nt = no result given; & = joins results of further samples.

# | Structure | C diff HTS | KDM4C inh | T cruzi growth | Pf Dd2 inh
1 | CC(C)NC(=O)Nc1ccc2c(c1)C(=O)N([C@H](C)CO)C[C@H](C)[C@@H](CN(C)Cc1ccc3c(c1)OCO3)OCCCC[C@H](C)O2 | -2 | 0.3 | 15 | -1
2 | C/C=C/c1ccc2c(c1)O[C@H](CN(C)C(=O)c1cnccn1)[C@H](C)CN([C@@H](C)CO)S2(=O)=O | 0 | -1.0 | nt | -5
3 | C[C@H]1CN([C@@H](C)CO)C(=O)c2cccc(NC(=O)c3cnccn3)c2O[C@H]1CN(C)C(=O)Nc1ccc2c(c1)OCO2 | nt | -0.8 | 17 | 1
4 | OC[C@@H]1[C@H](c2ccc(C#Cc3ccccc3)cc2)[C@H]2CN(Cc3cncnc3)CCCCN12 | 2 | -1.8 | 119* | -50
5 | O=C(C[C@@H]1C[C@H]2c3cc(NC(=O)C4CCOCC4)ccc3O[C@H]2[C@H](CO)O1)NC1CCCC1 | nt | 4.1 | 9 | 2
6 | COc1ccccc1S(=O)(=O)N[C@@H]1CC[C@@H](CC(=O)NCc2cc(F)cc(F)c2)O[C@@H]1CO | -3 | -0.4 | nt | 27
7 | C[C@H]1CN([C@@H](C)CO)C(=O)c2cc(C#CC3CC3)cnc2O[C@@H]1CN(C)C(=O)Nc1ccccc1 | nt | 0.1 | 44 | -29
8 | O=C(c1ccccc1F)N1CC[C@H]2[C@H](CO)Nc3ccc(-c4ccccc4)cc3[C@H]21 | 0 | 4.4 | 80 | -3
9 | COc1cccc(-c2ccc3n(c2=O)C[C@@H]2[C@@H](CO)[C@H](C(=O)NCC4CC4)N(C(C)=O)[C@H]32)c1 | -1 | -0.8 | -46 | nt
10 | C[C@@H]1CN([C@H](C)CO)C(=O)c2cc(C#CCc3ccccc3)cnc2O[C@@H]1CN(C)Cc1cccnc1 | -1 | -0.4 | 52 | -39
11 | C[C@H]1CN([C@@H](C)CO)C(=O)c2cc(NS(C)(=O)=O)ccc2O[C@@H]1CN(C)CC1CC1 | -1 | -1.6 | -3 | 12
12 | Cc1ccc(S(=O)(=O)N(C)C[C@@H]2Oc3ccc(NC(=O)Nc4c(C)noc4C)cc3CC(=O)N([C@@H](C)CO)C[C@H]2C)cc1 | 1 | -1.0 | 21 | -6
13 | CC(C)NC(=O)N1CC(=O)N2[C@H](CO)[C@@H](c3ccc(C#CCN(C)C)cc3)[C@@H]2C1 | 3 | 4.2 | nt | 36
14 | C[C@H](CO)N1C[C@H](C)[C@H](CN(C)Cc2ccc(C(F)(F)F)cc2)Oc2c(NC(=O)Nc3cccc4ccccc34)cccc2C1=O | nt | -3.0 | 111* | -39
15 | CN1c2ccc(-c3cccc(F)c3)cc2[C@H]2[C@H](CCN2C(=O)C2CCOCC2)[C@@H]1CO | -13 | 1.1 | 72 | 8
16 | CC(C)NC(=O)N(C)C[C@@H]1Oc2ncc(C#Cc3ccc(F)cc3)cc2C(=O)N([C@H](C)CO)C[C@@H]1C | 0&-3 | -2.3 | -16&62 | -30&-52
17 | C[C@@H]1CN([C@H](C)CO)C(=O)Cc2cc(NS(=O)(=O)c3ccccc3)ccc2O[C@H]1CN(C)Cc1ccc(C(=O)Nc2ccccc2N)cc1 | -3 | -2.5 | nt | -20
18 | COCC(=O)N1[C@H](C(=O)Nc2ccccc2)[C@@H](CO)[C@@H]2Cn3c(ccc(-c4ccccc4)c3=O)[C@@H]21 | 1 | -0.4 | 33 | 5
19 | N#C[C@H]1[C@@H](c2ccccc2-c2ccccc2F)[C@@H](CO)N1C(=O)c1cccc(F)c1 | 0 | -1.0 | nt | -6
20 | Cc1ccccc1S(=O)(=O)N1[C@@H]2CNC[C@H]1C2c1ccc(-c2cccc(C(=O)N(C)C)c2)cc1 (some centres not stated) | 11&-5 | -0.2&-1.3 | nt | 23&-17
21 | COc1ccc2c3c([nH]c2c1)[C@H](CO)N(C(=O)CN(C)C)CC31CCN(Cc2cncnc2)CC1 | -2 | -0.9 | nt | -23
22 | COCC(=O)N(C)C[C@H]1Oc2cc(C#CC(C)C)ccc2S(=O)(=O)N([C@@H](C)CO)C[C@H]1C | -2 | 2.3 | -5 | 25
23 | CC(C)NC(=O)Nc1ccc2c(c1)C(=O)N([C@H](C)CO)C[C@H](C)[C@@H](CN(C)Cc1ccncc1)O2 | 3 | nt | nt | 6
24 | O=C(C[C@H]1C[C@H]2c3cc(NC(=O)C4CCOCC4)ccc3O[C@H]2[C@H](CO)O1)NCc1cccc(F)c1 | -1 | 0.2 | 43 | 13
25 | C[C@H](O)C#Cc1cnc2c(c1)C(=O)N([C@@H](C)CO)C[C@H](C)[C@@H](CN(C)CC1CCCC1)O2 | 0 | -0.8 | 18 | 23
26 | O=C(NCC[C@H]1CC[C@@H](NS(=O)(=O)c2ccc(Oc3ccccc3)cc2)[C@H](CO)O1)C1CC1 | -3 | 4.7 | 52 | -3
27 | C[C@@H]1CN([C@@H](C)CO)C(=O)c2cc(C#C[C@@H](C)O)cnc2O[C@@H]1CN(C)C(=O)c1ccc(F)cc1 | 2 | 2.7 | nt | 38
28 | O=C(C1CCOCC1)N1C[C@@H]2N[C@H](C1)C2c1ccc(-c2ccccc2F)cc1 (some centres not stated) | -8&-8 | -2.0&-1.1 | nt | -16&24
29 | C[C@H]1CCCCO[C@@H](CN(C)C)[C@@H](C)CN([C@@H](C)CO)C(=O)c2cc(NS(=O)(=O)c3ccccc3)ccc2O1 | -4 | 0.8 | 45 | 9
30 | C[C@H](CO)N1C[C@H](C)[C@@H](CN(C)S(=O)(=O)c2cccs2)Oc2c(NC(=O)Nc3cccc4ccccc34)cccc2C1=O | nt | 0.0 | 58 | 1
31 | O=C(N[C@@H]1CC[C@@H](CCNC(=O)C2CCCC2)O[C@H]1CO)c1ccncc1 | -1 | -2.4 | nt | -3
32 | Cc1cccc(S(=O)(=O)N2C[C@@H](O)COC[C@@H]3O[C@H](CC(=O)Nc4ccc(-c5ccccc5)cc4)CC[C@H]32)c1 | 14&7 | -0.5 | 119* | -62
33 | OC[C@@H]1[C@@H](c2ccc(C#CC3(O)CCCC3)cc2)[C@H]2CN(Cc3ccncc3)CCCCN12 | 2 | 1.7 | -66 | -11
34 | Cc1noc(C)c1S(=O)(=O)Nc1ccc2c(c1)C(=O)N([C@H](C)CO)C[C@@H](C)[C@@H](CN(C)C)OCCCC[C@H](C)O2 | 0 | 1.6 | -14 | 31
35 | C[C@H]1CN([C@@H](C)CO)S(=O)(=O)c2ccc(/C=C/c3ccccc3)cc2O[C@@H]1CN(C)Cc1cncnc1 | 6 | 1.1 | 122* | -68
36 | C[C@H]1CN([C@@H](C)CO)C(=O)c2cc(NC(=O)C3CC3)ccc2O[C@H]1CN(C)C(=O)Nc1ccc(F)cc1 | 7 | 0.6 | -23 | -10
37 | CO[C@H]1CN(C)C(=O)c2ccc(NC(=O)c3cnccn3)cc2OC[C@@H](C)NC[C@@H]1C | nt | 0.6 | -6 | -20
38 | C[C@@H]1CN([C@@H](C)CO)C(=O)c2cc(Br)cnc2O[C@H]1CN(C)S(=O)(=O)c1cccs1 | 6 | 0.1 | 38 | 2
39 | Cc1ccc(S(=O)(=O)N[C@@H]2CC[C@H](CC(=O)N3CCc4ccccc4C3)O[C@H]2CO)cc1 | nt | -1.0 | -175 | 6
40 | C[C@H]1CN([C@@H](C)CO)C(=O)Cc2cc(NS(=O)(=O)c3ccc(Cl)cc3)ccc2O[C@@H]1CN(C)S(=O)(=O)c1ccc(F)cc1 | 3 | 1.2 | 22 | -43

Two records picked at random from the list so far:
# | Structure | C diff HTS | KDM4C inh | T cruzi growth | Pf Dd2 inh
38 | C[C@@H]1CN([C@@H](C)CO)C(=O)c2cc(Br)cnc2O[C@H]1CN(C)S(=O)(=O)c1cccs1 | 6 | 0.1 | 38 | 2
23 | CC(C)NC(=O)Nc1ccc2c(c1)C(=O)N([C@H](C)CO)C[C@H](C)[C@@H](CN(C)Cc1ccncc1)O2 | 3 | nt | nt | 6

New compounds follow:
# | Structure | C diff HTS | KDM4C inh | T cruzi growth | Pf Dd2 inh
41 | COCC(=O)Nc1ccc2c(c1)[C@H]1C[C@@H](CC(=O)NCc3ccccc3F)O[C@H](CO)[C@H]1O2 | nt | 1.7 | 0 | 15
42 | C[C@H](CO)N1C[C@H](C)[C@H](CN(C)Cc2ccc(C(F)(F)F)cc2)OCCCC[C@H](C)Oc2ccc(NC(=O)Nc3ccc4c(c3)OCO4)cc2C1=O | nt | 18 | 79 | 22
43 | CCCNC(=O)C[C@@H]1CC[C@@H]2[C@H](COc3ccc(NS(=O)(=O)c4ccccc4C)cc3C(=O)N2C)O1 | 13 | 1.5 | 35 | 0
44 | C[C@H]1CN([C@@H](C)CO)C(=O)Cc2cc(NS(=O)(=O)c3ccc(Cl)cc3)ccc2O[C@@H]1CN(C)Cc1ccc(Oc2ccccc2)cc1 | 86 | -0.8 | 84 | -13
45 | C[C@H]1CN([C@@H](C)CO)C(=O)c2cc(C#CCc3ccccc3)cnc2O[C@H]1CN(C)C(=O)C1CCCCC1 | -5 | 1.2 | -5 | -3
46 | COc1ccc2c3c(n(C)c2c1)[C@H](CO)N(Cc1ccccc1)CC31CN(C(=O)c2ccccc2F)C1 | 20 | 0.2 | nt | -51
47 | C[C@H]1CCCCO[C@H](CN(C)Cc2ccc3c(c2)OCO3)[C@@H](C)CN([C@@H](C)CO)C(=O)c2cc(NC(=O)NC3CCCCC3)ccc2O1 | -4 | -1.1 | 100* | nt
48 | O=C(N[C@@H]1CC[C@@H](CCNS(=O)(=O)c2ccc(Cl)cc2)O[C@@H]1CO)c1cnccn1 | -1 | -1.0 | -23 | 23
49 | COc1ccc(NC(=O)N(C)C[C@H]2OCCCC[C@@H](C)Oc3ccc(NS(=O)(=O)c4ccc(C)cc4)cc3C(=O)N([C@@H](C)CO)C[C@H]2C)cc1 | nt | 0.5 | 82 | -30
50 | CC(C)NC(=O)N1CCCCN2[C@@H](CO)[C@@H](c3ccc(C#CC4CC4)cc3)[C@@H]2C1 | 5 | 1.6 | 107* | 10
51 | C[C@H]1CN([C@@H](C)CO)C(=O)CCCn2nncc2CO[C@@H]1CN(C)Cc1ccc2c(c1)OCCN2C | -3 | 1.8 | 56 | 8
52 | C[C@H]1CCCCO[C@@H](CN(C)S(=O)(=O)c2cn(C)cn2)[C@@H](C)CN([C@@H](C)CO)C(=O)c2cc(NS(=O)(=O)c3cccs3)ccc2O1 | 1 | 0.1 | -11 | -2
53 | C/C=C/c1ccc([C@H]2[C@@H](C#N)N(C(=O)c3cccnc3)[C@@H]2CO)cc1 | -11 | -2.8 | 64 | 0
54 | C[C@@H]1CN([C@H](C)CO)C(=O)c2cc(NS(=O)(=O)c3ccc(F)cc3)ccc2O[C@@H](C)CCCCO[C@H]1CN(C)CC1CCCCC1 | 21 | -0.1 | 65 | -58

Just T cruzi growth and C diff HTS, for seven of the compounds above:
cpd | smiles | T cruzi growth | C diff HTS
40 | C[C@H]1CN([C@@H](C)CO)C(=O)Cc2cc(NS(=O)(=O)c3ccc(Cl)cc3)ccc2O[C@@H]1CN(C)S(=O)(=O)c1ccc(F)cc1 | 22 | 3
39 | Cc1ccc(S(=O)(=O)N[C@@H]2CC[C@H](CC(=O)N3CCc4ccccc4C3)O[C@H]2CO)cc1 | -175 | nt
20 | Cc1ccccc1S(=O)(=O)N1[C@@H]2CNC[C@H]1C2c1ccc(-c2cccc(C(=O)N(C)C)c2)cc1 (some centres not stated) | nt | 11&-5
25 | C[C@H](O)C#Cc1cnc2c(c1)C(=O)N([C@@H](C)CO)C[C@H](C)[C@@H](CN(C)CC1CCCC1)O2 | 18 | 0
11 | C[C@H]1CN([C@@H](C)CO)C(=O)c2cc(NS(C)(=O)=O)ccc2O[C@@H]1CN(C)CC1CC1 | -3 | -1
34 | Cc1noc(C)c1S(=O)(=O)Nc1ccc2c(c1)C(=O)N([C@H](C)CO)C[C@@H](C)[C@@H](CN(C)C)OCCCC[C@H](C)O2 | -14 | 0
29 | C[C@H]1CCCCO[C@@H](CN(C)C)[C@@H](C)CN([C@@H](C)CO)C(=O)c2cc(NS(=O)(=O)c3ccccc3)ccc2O1 | 45 | -4
